S2 tox: Viability Counterscreen for Primary qHTS for Inhibitors of ATXN expression | S2 cells (HEK-293 line with an ATXN2-luciferase reporter) viability, CellTiter-Fluor protease fluorescence, 24 h | Potency, µM (highest dose often 56.7 µM), usual class: cytotoxic | 0.49% of 400,000 active; also: nearly all actives have a fitted effect of over 40% in size
Nrf2 activator: qHTS of Nrf2 Activators; AREc32 ARE-luciferase reporter (MCF7-derived line), luminescence, 24 h; Potency, µM (series often up to 46.1 µM), inactives show top-dose activation, hits mostly activators; 0.31% of 410,000 active; AID 624171, 2012; also: % of control where 0% means no effect; nearly all actives have a fitted effect of over 65% in size
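AREc32 cells carrying an ARE-driven firefly luciferase reporter were seeded at 1000 cells/well in OPTI-MEM with 5% FBS, then exposed to compound for 24 hr at 37 deg C. Luminescence was read with Steady-Glo after 30 min at RT.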
EPAC2 antag: qHTS for Antagonist of cAMP-regulated guanine nucleotide exchange factor 2 (EPAC2): primary screen; Rap guanine nucleotide exchange factor 4 (Homo sapiens), Q8WZA2; EPAC2 GEF exchange of Rap1B-BODIPY-GDP, fluorescence; Potency, µM (titrated, usually from 114 µM), for inactives: top-dose activity, negative = inhibition, most hits filed as inhibitors; 0.18% of 360,000 active; also: % is scaled to controls: 0 for no effect and ±100 for the full control effect; nearly all actives have a fitted effect of over 45% in size; many of its hits are not listed in these tables
Target sequence (Q8WZA2 whole entry, looked up): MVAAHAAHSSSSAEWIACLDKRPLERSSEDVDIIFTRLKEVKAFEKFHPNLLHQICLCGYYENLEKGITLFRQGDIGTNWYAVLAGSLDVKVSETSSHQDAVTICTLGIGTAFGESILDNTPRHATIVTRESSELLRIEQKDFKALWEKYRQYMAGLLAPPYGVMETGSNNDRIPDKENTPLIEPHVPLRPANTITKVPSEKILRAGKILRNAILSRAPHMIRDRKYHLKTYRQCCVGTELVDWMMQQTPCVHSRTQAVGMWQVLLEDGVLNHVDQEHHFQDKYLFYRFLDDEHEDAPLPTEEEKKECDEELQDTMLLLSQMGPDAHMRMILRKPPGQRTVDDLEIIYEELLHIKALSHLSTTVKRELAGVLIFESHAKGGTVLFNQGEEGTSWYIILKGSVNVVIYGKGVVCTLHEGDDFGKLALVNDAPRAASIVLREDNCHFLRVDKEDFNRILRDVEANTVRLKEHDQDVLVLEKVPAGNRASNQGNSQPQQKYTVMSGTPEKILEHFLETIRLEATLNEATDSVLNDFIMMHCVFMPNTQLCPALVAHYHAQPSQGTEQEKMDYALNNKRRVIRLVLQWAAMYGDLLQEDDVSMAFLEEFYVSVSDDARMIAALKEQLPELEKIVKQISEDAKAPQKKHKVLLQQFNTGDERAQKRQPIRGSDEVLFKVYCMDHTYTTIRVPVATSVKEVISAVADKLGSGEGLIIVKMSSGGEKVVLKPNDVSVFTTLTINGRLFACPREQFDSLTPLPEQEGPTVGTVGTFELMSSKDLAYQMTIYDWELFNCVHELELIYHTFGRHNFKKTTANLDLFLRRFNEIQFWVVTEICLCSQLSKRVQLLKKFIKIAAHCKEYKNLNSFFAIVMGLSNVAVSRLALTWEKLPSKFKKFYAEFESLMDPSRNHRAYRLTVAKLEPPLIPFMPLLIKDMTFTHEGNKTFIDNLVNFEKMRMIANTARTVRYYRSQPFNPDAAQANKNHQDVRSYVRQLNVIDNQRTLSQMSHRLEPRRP
MCF10A rereplic: A quantitative high throughput screen for small molecules that induce DNA re-replication in MCF 10a normal breast cells. MCF 10A DNA re-replication, Hoechst nuclear intensity, 48 h. Potency, µM (series often up to 46.1 µM), for the others: at the top dose activity, positive = re-replication, actives largely listed as activators. 2.9% of 350,000 active. AID 624296, 2012; also: % of control where 0% means no effect; nearly all actives have a fitted effect of over 50% in size
HepG2 tox: qHTS for Inhibitors of TGF-b: Cytotox Counterscreen | HepG2 CAGA-GFP viability, ATP luminescence, 18 h | Potency, µM (highest dose often 46.1 µM), without a hit: at the highest dose activity change, negative = cytotoxicity, actives largely listed as cytotoxic | 0.76% of 410,000 active; also: some results filed as inactive show a strong effect at the top dose
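CellTiter-Glo luminescence gave cytotoxicity after 18 hours at 37 degrees C. The cells were HepG2 CAGA-GFP in 1% FBS DMEM, stimulated with 500 pg/mL TGF-beta after compound addition. %Activity was normalised to no-cell wells (complete cell-killing) and DMSO (no toxicity), and curves were fitted and classified.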
Nrf2 inh: Nrf2 qHTS screen for inhibitors | 2.1% of 360,000 active | Potency, µM (top dose mostly 46 µM), inactives show top-dose activity change, negative = inhibition, usual class: inhibitors | AID 504444, 2011 | A549 ARE-Fluc reporter, luciferase luminescence, 18-24 h; also: % is scaled to controls: 0 for no effect and ±100 for the full control effect; nearly all actives have a fitted effect of over 60% in size
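Two sequential reads on A549 ARE_Fluc cells exposed to compound for 18-24 h: a CellTiter-Fluor fluorescence read for viability, then a luciferase luminescence read for Nrf2/ARE activity.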
TGFb inhibitor: qHTS for Inhibitors of TGF-b; HepG2 CAGA-GFP TGF-b/SMAD3 reporter, GFP fluorescence, 18 h; TGF-beta stimulated, 500 pg/mL final; Potency, µM (series often up to 46.1 µM), for inactives: at the highest dose activity, negative = inhibition, actives largely listed as inhibitors; 1.2% of 410,000 active; AID 588855, 2011; also: % is scaled to controls: 0 for no effect and ±100 for the full control effect; nearly all actives have a fitted effect of over 65% in size
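HEPG2 CAGA-GFP, 1000 cells/well; 2 h settle, 37 C; cpd via pin tool; TGF-b 500 pg/mL final; 18 h, 37 C; GFP imaging ex488/em500-530; %Activity normalised to -TGF-b and +DMSO controls; CRC fit, curve class.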
A549 viability: Nrf2 qHTS screen for inhibitors: counterscreen for cytotoxicity; A549 ARE-Fluc cells, CellTiter-Fluor viability, 18-24 h; Potency, µM (top dose mostly 46 µM), for the others: top-dose activity change, negative = cytotoxicity, actives largely listed as inhibitors; 0.16% of 390,000 active; AID 504648, 2011; also: % is scaled to controls: 0 for no effect and ±100 for the full control effect
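A549 ARE-Fluc cells in 5% FBS OPTI-MEM, 5000 cells/well, rested 2 h then exposed to compounds in concentration-response for 18-24 h at 37 °C. Viability by CellTiter-Fluor fluorescence (Ex 405/Em 525) after 30 min; luciferase luminescence (BugLite, 15 min, RT) read afterwards.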
ATXN2 expr inh: Primary qHTS for Inhibitors of ATXN expression; HEK-293 ATXN2-luciferase reporter, luminescence, 24 h; Potency, µM (highest dose often 57 µM), inactives show at the top dose activity change, negative = inhibition, actives largely listed as inhibitors; 0.72% of 360,000 active; also: % is scaled to controls: 0 for no effect and ±100 for the full control effect; nearly all actives have a fitted effect of over 55% in size
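qHTS (up to 57 uM final) was run with 24 h compound exposure of reporter cells at 37 °C. Each well was multiplexed: SteadyGlo luminescence measured ATXN2-luciferase expression after a fluorogenic Gly-Phe-AFC viability readout (25 uM final).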
* marks the source's active call; other numbers are inactive results; & = joins results of further samples; [ ] = remark or other dose. Calls follow the shape of the dose curve; as a rule, active = well fitted curve in the direction sought with a large enough effect; inconclusive = small, poorly fitted or top-dose-only effect, or another doubt; inactive = no such curve, though single readings can be large; an effect the other way counts as inactive or inconclusive. Potency is read from the fitted curve at half-maximal effect. The list is partial (hit frequency here may not be typical).

What do the screens show for `COc1ccc(NC2=Nc3cccc4cccc2c34)cc1`?
S2 tox: inactive; Nrf2 activator: 8.9%; EPAC2 antag: 1.9%; MCF10A rereplic: 7.3%; HepG2 tox: 6.1%; Nrf2 inh: 2.1%; TGFb inhibitor: -22.3%; A549 viability: -12.9%; ATXN2 expr inh: 0.9%

What do the screens show for `CN1CCN(Cc2c(O)c(Cl)cc3c(-c4ccccc4)cc(=O)oc23)CC1`?
S2 tox: inactive; Nrf2 activator: -0.4%; EPAC2 antag: 2.7%; MCF10A rereplic: -4.0%; HepG2 tox: -10.8%; Nrf2 inh: 7.3%; TGFb inhibitor: -1.9%; A549 viability: 0.1%; ATXN2 expr inh: -9.8%

Results for O=C(CN1C(=O)CCn2nc(-c3ccccc3)cc21)NCc1ccc(Cl)cc1 ?
S2 tox: inactive; Nrf2 activator: 2.5%; HepG2 tox: -12.2%; Nrf2 inh: -6.6%; TGFb inhibitor: inconclusive; A549 viability: 2.4%; ATXN2 expr inh: -14.6%

How did O=C(CN1C(=O)NC2(CCc3ccccc32)C1=O)c1ccc(F)c(F)c1 (configuration not stated) do in these assays?
S2 tox: inactive; Nrf2 activator: 0.2%; EPAC2 antag: -14.2%; MCF10A rereplic: 5.3%; HepG2 tox: -25.5%; Nrf2 inh: -15.0%; TGFb inhibitor: -5.0%; A549 viability: 2.1%; ATXN2 expr inh: -9.0%

How did CCOC(=O)C1=c2s/c(=C\c3ccncc3)c(=O)n2C(N)=C(C(=O)OC)C1c1ccncc1 (configuration not stated) do in these assays?
S2 tox: inconclusive; Nrf2 activator: -0.6%; EPAC2 antag: 2.3%; MCF10A rereplic: -0.2%; HepG2 tox: 3.7%; Nrf2 inh: -14.7%; TGFb inhibitor: -2.9%; A549 viability: -6.3%

Results for O=C(COC(=O)CCc1c[nH]c2ccccc12)NC(c1ccccc1)c1ccccc1 ?
S2 tox: inactive; Nrf2 activator: 0.1%; EPAC2 antag: -2.9%; MCF10A rereplic: -5.4%; HepG2 tox: -36.7%; Nrf2 inh: 9.6%; TGFb inhibitor: 4.5%; A549 viability: 5.3%; ATXN2 expr inh: -3.1%

Results for O=C(NCC1CCCO1)c1cc(-c2ccc(Cl)cc2Cl)on1 (configuration not stated) ?
S2 tox: inactive; Nrf2 activator: -0.5%; EPAC2 antag: 6.2%; MCF10A rereplic: 4.6%; HepG2 tox: -16.7%; Nrf2 inh: 9.2%; TGFb inhibitor: 9.7%; A549 viability: 3.5%; ATXN2 expr inh: 29.6%

What do the screens show for `CCn1ccnc1CC1COc2ccccc2O1` (configuration not stated)?
S2 tox: inactive; Nrf2 activator: -0.2%; EPAC2 antag: inconclusive; MCF10A rereplic: 10.4%&4.2%; HepG2 tox: -2.5%; Nrf2 inh: 12.6%; TGFb inhibitor: 13.6%; A549 viability: 2.4%; ATXN2 expr inh: 18.9%&25.7%

What do the screens show for `CCOC(=O)C(=CNc1ccc(-c2ccco2)c(Cl)c1)C(=O)OCC`?
S2 tox: inactive; Nrf2 activator: 15.3%; EPAC2 antag: 5.1%; MCF10A rereplic: 20.6µM*; HepG2 tox: -42.7%; Nrf2 inh: -45.1%; TGFb inhibitor: inconclusive; A549 viability: 12.4%

Results for O=C(Nc1ccc2cn[nH]c2c1)c1ccc(S(=O)(=O)N2CCOCC2)cc1 ?
S2 tox: inactive; Nrf2 activator: 7.3%; EPAC2 antag: 7.2%; MCF10A rereplic: -2.3%; HepG2 tox: -19.3%; Nrf2 inh: 0.7%; TGFb inhibitor: -0.5%; A549 viability: 5.0%; ATXN2 expr inh: -8.9%

Results for CCC(C)NC(=O)Cc1ccc(-c2ccccc2)cc1 (configuration not stated) ?
S2 tox: inactive; Nrf2 activator: -0.7%; EPAC2 antag: 0.4%; MCF10A rereplic: -3.1%; HepG2 tox: -20.1%; Nrf2 inh: 0.7%; TGFb inhibitor: -18.7%; A549 viability: 4.2%

How did Cc1ccc(-c2nn3c(C)nnc3s2)cc1NC(=O)c1ccc(-c2ccc(Cl)cc2Cl)o1 do in these assays?
Nrf2 activator: -0.7%; EPAC2 antag: -11.5%; MCF10A rereplic: 7.31µM*; HepG2 tox: -54.8%; Nrf2 inh: inconclusive; TGFb inhibitor: inconclusive; A549 viability: 20.6µM*; ATXN2 expr inh: 8.91µM*

Results for Cc1c(Cl)cccc1NC(=O)Cn1cc(C(=O)c2cccs2)c2ccccc21 ?
Nrf2 activator: 0.0%; HepG2 tox: -18.1%; Nrf2 inh: 6.51µM*; TGFb inhibitor: inconclusive; A549 viability: inconclusive

How did Clc1ccc(-c2cc(-c3ccccc3)on2)cc1 do in these assays?
S2 tox: inactive; Nrf2 activator: 11.9%; EPAC2 antag: -4.7%; MCF10A rereplic: -4.7%; HepG2 tox: -12.1%; Nrf2 inh: inconclusive; TGFb inhibitor: -1.5%; A549 viability: 4.0%; ATXN2 expr inh: 54.7%[activator]

What do the screens show for `Cc1cc(C)c(NC(=O)C(C)OC(=O)c2cc(Br)c(Br)s2)c(C)c1` (configuration not stated)?
S2 tox: inactive; Nrf2 activator: -0.2%; EPAC2 antag: -1.0%; MCF10A rereplic: -4.8%; HepG2 tox: 4.4%; Nrf2 inh: 0.1%; TGFb inhibitor: 12.7%; A549 viability: -2.7%; ATXN2 expr inh: 13.4%

What do the screens show for `Cc1ccc(NC(=O)CN2C(=O)CC(c3ccco3)Sc3ccccc32)cc1Cl` (configuration not stated)?
S2 tox: inconclusive; Nrf2 activator: 0.1%; HepG2 tox: -1.5%; Nrf2 inh: -13.3%; TGFb inhibitor: 19.1%; A549 viability: -11.8%; ATXN2 expr inh: -15.3%

How did Cc1ccc2cc(CN(C(=O)c3ccco3)c3ccccc3)c(=O)[nH]c2c1 do in these assays?
S2 tox: inactive; Nrf2 activator: 2.2%; EPAC2 antag: 15.2%; MCF10A rereplic: 1.1%; HepG2 tox: -33.6%; Nrf2 inh: 0.8%; TGFb inhibitor: inconclusive; A549 viability: 2.4%; ATXN2 expr inh: 32.2%[activator]

Results for Cc1[nH]c2ccccc2c1/C=C(\C#N)C(=O)NC(C)c1ccccc1 (configuration not stated) ?
S2 tox: inconclusive; Nrf2 activator: -0.4%; EPAC2 antag: -4.2%; MCF10A rereplic: 13.1%; HepG2 tox: -21.8%; TGFb inhibitor: 3.0%; A549 viability: -4.1%; ATXN2 expr inh: 1.8%

Results for COc1ccccc1C/C(N)=N/OC(=O)c1cccc([N+](=O)[O-])c1 ?
S2 tox: inactive; Nrf2 activator: 0.1%; EPAC2 antag: 5.2%; MCF10A rereplic: -3.3%; HepG2 tox: 12.8%; Nrf2 inh: 7.0%; TGFb inhibitor: inconclusive; A549 viability: -1.8%; ATXN2 expr inh: 30.4%

What do the screens show for `CC(=O)OCCN(C)c1cc(SC(C)C)c2nonc2c1[N+](=O)[O-]`?
S2 tox: inconclusive; Nrf2 activator: inconclusive; EPAC2 antag: -1.8%; MCF10A rereplic: inconclusive; HepG2 tox: 1.9%; Nrf2 inh: -1.7%; TGFb inhibitor: 1.7%; A549 viability: -20.7%; ATXN2 expr inh: -26.4%

Two records picked at random from those above, as already listed:
What do the screens show for `Cc1ccc(NC(=O)CN2C(=O)CC(c3ccco3)Sc3ccccc32)cc1Cl` (configuration not stated)?
S2 tox: inconclusive; Nrf2 activator: 0.1%; HepG2 tox: -1.5%; Nrf2 inh: -13.3%; TGFb inhibitor: 19.1%; A549 viability: -11.8%; ATXN2 expr inh: -15.3%

What do the screens show for `Cc1cc(C)c(NC(=O)C(C)OC(=O)c2cc(Br)c(Br)s2)c(C)c1` (configuration not stated)?
S2 tox: inactive; Nrf2 activator: -0.2%; EPAC2 antag: -1.0%; MCF10A rereplic: -4.8%; HepG2 tox: 4.4%; Nrf2 inh: 0.1%; TGFb inhibitor: 12.7%; A549 viability: -2.7%; ATXN2 expr inh: 13.4%

New compounds follow:
What do the screens show for `CCCCN(C(=O)c1cc(S(=O)(=O)N2CCOCC2)ccc1F)c1c(N)n(CCCC)c(=O)[nH]c1=O`?
S2 tox: inactive; Nrf2 activator: 0.0%; EPAC2 antag: 4.5%; MCF10A rereplic: -5.6%; HepG2 tox: 1.6%; Nrf2 inh: 4.5%; TGFb inhibitor: -18.4%; A549 viability: -0.9%; ATXN2 expr inh: -6.4%

How did CC(=O)OCCN1C(=O)c2ccc(-c3nc4ccccc4c(=O)o3)cc2C1=O do in these assays?
S2 tox: inactive; Nrf2 activator: -0.8%; EPAC2 antag: -6.9%; MCF10A rereplic: -6.3%; HepG2 tox: 10.0%; Nrf2 inh: 1.1%; TGFb inhibitor: -13.7%; A549 viability: 5.4%; ATXN2 expr inh: -8.4%

Results for CCOC(=O)Nc1cc(=O)c2ccccc2o1 ?
S2 tox: inactive; Nrf2 activator: 3.1%; EPAC2 antag: 8.6%; MCF10A rereplic: inconclusive; HepG2 tox: 5.1%; TGFb inhibitor: 4.5%; A549 viability: -17.7%; ATXN2 expr inh: 10.0%

What do the screens show for `NC(CCc1ccccc1)c1csc(Nc2nccc(C(F)(F)F)n2)n1` (configuration not stated)?
S2 tox: inconclusive; Nrf2 activator: 3.7%; EPAC2 antag: 8.5%; HepG2 tox: -103.1%; TGFb inhibitor: inconclusive; ATXN2 expr inh: 0.0%

How did Cc1ccc(/C=C2\C(=N)N3N=C(CC(=O)N4CCOCC4)SC3=NC2=O)o1 do in these assays?
S2 tox: inactive; Nrf2 activator: 5.3%; EPAC2 antag: 8.0%; MCF10A rereplic: 12.4%; HepG2 tox: 1.7%; Nrf2 inh: 15.5%; TGFb inhibitor: 5.6%; A549 viability: inconclusive; ATXN2 expr inh: 8.6%

Results for O=C(CSc1nnc(Nc2ccccc2)s1)NCc1cccs1 ?
S2 tox: inactive; Nrf2 activator: 3.7%; EPAC2 antag: 1.9%; MCF10A rereplic: -10.7%; HepG2 tox: 5.6%; Nrf2 inh: -3.9%; TGFb inhibitor: 1.1%; A549 viability: 0.8%; ATXN2 expr inh: 0.1%

Source: PubChem
